mut p53 react: mutant p53 pathway reactivation; activation, % at 9.98 µM; hit rate 1.5% among 28,000; SW480 PUMA-promoter luciferase; AID 624151; in the data active means activation above about 52%
STK33 inh: blocks human STK33 kinase activity. ADP-Glo luminescence, MBP substrate. inhibition, % at 12.5 µM. hit rate 0.44% among 27,000; in the data active means inhibition above about 20%
Target sequence (Q9BYT3 whole entry, looked up): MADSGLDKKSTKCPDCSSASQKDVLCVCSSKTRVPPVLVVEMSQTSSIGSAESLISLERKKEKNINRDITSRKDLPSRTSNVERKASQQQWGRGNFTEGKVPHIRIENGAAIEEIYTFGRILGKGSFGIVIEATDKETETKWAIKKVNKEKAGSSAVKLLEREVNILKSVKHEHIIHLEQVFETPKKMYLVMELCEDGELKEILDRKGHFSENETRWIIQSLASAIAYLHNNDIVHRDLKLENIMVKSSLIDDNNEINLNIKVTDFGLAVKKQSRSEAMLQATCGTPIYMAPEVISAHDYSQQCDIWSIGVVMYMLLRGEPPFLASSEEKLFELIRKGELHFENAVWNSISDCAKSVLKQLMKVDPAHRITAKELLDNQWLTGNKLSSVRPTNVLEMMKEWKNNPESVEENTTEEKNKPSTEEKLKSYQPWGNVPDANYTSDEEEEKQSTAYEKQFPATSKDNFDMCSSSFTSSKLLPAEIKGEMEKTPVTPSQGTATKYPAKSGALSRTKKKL
An asterisk follows results filed as active; · = not tested or not shown.

The line under a structure holds: mut p53 react, STK33 inh
- CC(C)(C)c1ccc(OCC(=O)Nc2cccc(NC(=O)c3ccccc3)c2)cc1
 : 40, -1
- C[C@@H]1CN([C@H](C)CO)C(=O)Cc2cc(NC(=O)CCCN(C)C)ccc2O[C@@H]1CN(C)S(=O)(=O)c1ccc(F)cc1
 : ·, -3
- C[C@H](CO)N1C[C@H](C)[C@H](CN(C)Cc2ccc(F)cc2)Oc2cc(C#CC(C)(C)O)ccc2S1(=O)=O
 : 4, ·
- C[C@H]1CN([C@@H](C)CO)C(=O)Cc2cc(NS(=O)(=O)c3ccc(Cl)cc3)ccc2O[C@H]1CN(C)S(=O)(=O)c1cn(C)cn1
 : ·, -1
- C[C@@H]1CCCCO[C@@H](CN(C)C)[C@H](C)CN([C@@H](C)CO)C(=O)c2cc(NS(=O)(=O)c3ccc(Cl)cc3)ccc2O1
 : -1, ·
- C[C@@H]1CN([C@@H](C)CO)C(=O)Cc2cc(NC(=O)Cc3ccccc3)ccc2O[C@@H]1CN(C)C(=O)Nc1ccc(F)cc1
 : 9, -2
- O=C(Cc1ccccc1)Nc1cccc(C(=O)OCC(=O)c2ccc(Cl)cc2)c1
 : ·, 6
- CCOC(=O)O[C@]1(C(=O)COC(=O)CC)CC[C@H]2[C@@H]3CCC4=CC(=O)C=C[C@]4(C)[C@H]3[C@@H](O)C[C@@]21C
 : -2, -1
- Cc1cc(C)c(C#N)c(SCC(O)CS(=O)c2ccc(C(C)(C)C)cc2)n1 (configuration not stated)
 : 7, 0
- C=C[C@]1(C)C[C@H](O)[C@H]2C(=C)C(=O)O[C@@H]2[C@H]1C(=C)CO
 : 7, -1
- CCOc1ccc(-n2cnnn2)cc1S(=O)(=O)Nc1c(C)cccc1C
 : -7, 5
- C[C@H]1CN([C@@H](C)CO)C(=O)Cc2cc(NC(=O)NC3CCCCC3)ccc2O[C@H]1CN(C)C(=O)Nc1cccc2ccccc12
 : -5, -3
- C[C@@H]1CN([C@H](C)CO)C(=O)Cc2cc(NS(C)(=O)=O)ccc2O[C@H]1CN(C)C(=O)Nc1ccccc1
 : 7, -7
- CCCNC(=O)[C@@]1(Sc2ccc(C)cc2)CC(=O)N(C2CCCCC2)[C@@H]1c1ccc(CO)cc1I
 : ·, 0
- CN(CCCc1nc2ccccc2[nH]1)S(=O)(=O)c1ccc(Cl)cc1
 : -91, 1
- COc1ccc(CN(C)C[C@H]2Oc3ccc(NC(=O)c4ccncc4)cc3CC(=O)N([C@@H](C)CO)C[C@H]2C)cc1
 : 3, ·
- O=C(CCC(=O)c1ccc(Oc2ccccc2)cc1)Nc1ccc(C(=O)O)cc1
 : -1, -7
- CCc1cccc(OCC(=O)Nc2sc3c(c2C(N)=O)CCCC3)c1
 : 31, 3
- C[C@H]1CN([C@@H](C)CO)S(=O)(=O)c2ccc(C#CC3(O)CCCC3)cc2O[C@H]1CN(C)C(=O)Nc1ccc(F)cc1
 : -7, ·
- Cc1noc(C)c1NC(=O)N(C)C[C@H]1OCCCC[C@H](C)Oc2ccc(NS(C)(=O)=O)cc2C(=O)N([C@H](C)CO)C[C@@H]1C
 : -1, ·

3 consecutive entries out of the list so far:
The line under a structure holds: mut p53 react, STK33 inh
- CC(C)(C)c1ccc(OCC(=O)Nc2cccc(NC(=O)c3ccccc3)c2)cc1
 : 40, -1
- C[C@@H]1CN([C@H](C)CO)C(=O)Cc2cc(NC(=O)CCCN(C)C)ccc2O[C@@H]1CN(C)S(=O)(=O)c1ccc(F)cc1
 : ·, -3
- C[C@H](CO)N1C[C@H](C)[C@H](CN(C)Cc2ccc(F)cc2)Oc2cc(C#CC(C)(C)O)ccc2S1(=O)=O
 : 4, ·

New compounds follow
The line under a structure holds: mut p53 react, STK33 inh
- CNC[C@@H]1Oc2ccc(NC(=O)Nc3ccccc3)cc2CC(=O)N([C@H](C)CO)C[C@@H]1C
 : 14, 2
- C[C@H](CO)N1C[C@H](C)[C@@H](CN(C)C(=O)Nc2cccc(Oc3ccccn3)c2)OCc2cn(nn2)CCCC1=O
 : -1, -5
- O=C(CSc1nc2ccccc2c(=O)[nH]1)Nc1ccc(F)cc1F
 : 2, 0
- C[C@H]1CN([C@@H](C)CO)C(=O)c2cc(NC(=O)Nc3ccccc3)ccc2O[C@H]1CN(C)Cc1ccc(C(=O)O)cc1
 : ·, 0
- COc1ccc(C(=O)Nc2ccccc2C(=O)NCCN2CCOCC2)cc1
 : -9, 0
- CC(C)CC#Cc1ccc2c(c1)O[C@H](CN(C)Cc1ccccn1)[C@@H](C)CN([C@H](C)CO)S2(=O)=O
 : -27, ·
- O=[N+]([O-])c1ccc(N2CCN(S(=O)(=O)c3ccc(Cl)s3)CC2)cc1NCc1ccco1
 : 1, 2
- CC(C)NC(=O)Nc1ccc2c(c1)CC(=O)N([C@@H](C)CO)C[C@H](C)[C@@H](CN(C)C(=O)Nc1ccccc1)O2
 : ·, 2
- COC(=O)c1ccccc1NC(=O)CSc1nc2cc3ccccc3cc2[nH]1
 : -7, 9
- COc1ccc2c(c1)CCC1C2CCC2(C)C1C[C@@H](O)C2O (some centres not stated)
 : ·, 2
- C[C@@H]1CN([C@@H](C)CO)C(=O)Cc2cc(NC(=O)CCC(F)(F)F)ccc2O[C@@H]1CN(C)CC1CCCCC1
 : ·, -3
- COc1ccc(N(CC(=O)O)S(C)(=O)=O)cc1
 : 4, -5
- C[C@@H]1CCCCO[C@H](CN(C)C)[C@H](C)CN([C@H](C)CO)C(=O)c2cc(NC(=O)CCC(F)(F)F)ccc2O1
 : -1, ·
- C[C@H]1CN([C@@H](C)CO)C(=O)Cc2cc(NC(=O)C3CC3)ccc2O[C@@H]1CN(C)C
 : 3, ·
- Cc1ccc2oc(-c3cc(NC(=O)c4ncn[nH]4)ccc3O)nc2c1
 : 6, -1
- C[C@H]1CN([C@@H](C)CO)C(=O)Cc2cc(NC(=O)CCCN(C)C)ccc2O[C@H]1CN(C)CC1CCCCC1
 : ·, 1
- Cc1sc2nc(SCC(=O)N3CCC(c4noc5ccc(F)cc45)CC3)n(-c3ccccc3)c(=O)c2c1C
 : -5, 3
- C[C@@H]1CCCCO[C@@H](CN(C)C)[C@@H](C)CN([C@H](C)CO)C(=O)c2cc(NC(=O)Nc3ccccc3)ccc2O1
 : 9, 0
- Cc1cccc(C(=O)O)c1O
 : ·, -1
- C[C@@H]1CN([C@@H](C)CO)C(=O)c2cc(NC(=O)C3CCCCC3)ccc2O[C@@H]1CN(C)S(=O)(=O)c1ccc(F)cc1
 : ·, 1
- CCC(=O)NC1CCc2cccc(OC)c2C1 (configuration not stated)
 : 6, ·
- COc1cc(NC(=S)NCCCO)c(OC)cc1Cl
 : -4, -3
- O=C(Oc1ccccc1)c1cccc(COC(=O)c2cc3ccccc3oc2=O)c1
 : 36, -2
- O=C(CSc1nc2[nH]ncc2c(=O)n1-c1ccccc1)Nc1ccc(F)c(Cl)c1
 : -8, -5
- C[C@@H]1CCCCO[C@H](CN(C)C)[C@H](C)CN([C@@H](C)CO)C(=O)c2cc(NC(=O)CCC(F)(F)F)ccc2O1
 : 1, ·
- Cc1noc(C)c1NC(=O)Nc1ccc2c(c1)C(=O)N([C@@H](C)CO)C[C@H](C)[C@H](CN(C)C(=O)C1CCCCC1)OCCCC[C@@H](C)O2
 : 8, ·
- c1ccc2[nH]c(CCn3c4c(c5ccccc53)CCCC4)nc2c1
 : -14, 1
- C[C@@H]1CN([C@@H](C)CO)C(=O)c2cc(C#CCC3CCCC3)cnc2O[C@H]1CN(C)C(=O)c1cnccn1
 : -3, ·
- C[C@@H]1CN([C@@H](C)CO)C(=O)c2cc(N(C)C)ccc2O[C@@H]1CN(C)C
 : 1, ·
- Cc1noc(C)c1S(=O)(=O)Nc1cccc2c1O[C@H](CN(C)Cc1ccc(Cl)c(Cl)c1)[C@H](C)CN([C@H](C)CO)C2=O
 : 0, ·
- Cc1ccccc1-c1ccc2c(c1)O[C@@H](CN(C)C(=O)C1CC1)[C@H](C)CN([C@H](C)CO)S2(=O)=O
 : -3, ·
- CCn1ncc(CN(C)C(=O)c2cc(-c3cccnc3)nc3ccc(Cl)cc23)c1C
 : 8, 2
- C[C@@H]1CN([C@H](C)CO)C(=O)Cc2cc(NS(C)(=O)=O)ccc2O[C@H]1CN(C)S(=O)(=O)c1ccc(F)cc1
 : ·, 1
- COCCNC(=O)c1ccccc1NC(=O)c1ccc([N+](=O)[O-])cc1
 : -5, 2
- C/C=C/c1cnc2c(c1)C(=O)N([C@@H](C)CO)C[C@@H](C)[C@@H](CN(C)C(=O)Nc1cccc(OC)c1)O2
 : 3, ·
- C[C@H](CO)N1C[C@H](C)[C@@H](CN(C)Cc2ccc(Oc3ccccc3)cc2)Oc2c(NS(=O)(=O)c3cn(C)cn3)cccc2C1=O
 : 6, ·
- Nc1ncnc(NCC2CCCO2)c1[N+](=O)[O-] (configuration not stated)
 : 5, 3
- C[C@@H]1CN([C@@H](C)CO)C(=O)c2cc(NS(C)(=O)=O)ccc2O[C@@H](C)CCCCO[C@H]1CN(C)Cc1ccc(C(F)(F)F)cc1
 : -1, ·
- Cc1ccc(-n2c(SCC(=O)Nc3c(Cl)cccc3Cl)nnc2-c2ccncc2)cc1
 : -2, -3
- COc1ccc(N(CC(=O)Nc2cccc(Cl)c2Cl)S(C)(=O)=O)cc1OC
 : -4, -2
- C[C@H](CO)N1C[C@H](C)[C@@H](CN(C)Cc2ccccc2C(F)(F)F)OCc2cnnn2CCCC1=O
 : ·, 9
- O=C1NCC(=O)N2[C@@H]1C[C@@H](C(=O)NCc1ccc(F)cc1)[C@H]2c1cccc(OCCO)c1
 : ·, -3
- COc1ccc(S(=O)(=O)Nc2ccc3c(c2)C(=O)N([C@H](C)CO)C[C@H](C)[C@@H](CN(C)C(=O)NC2CCCCC2)OCCCC[C@@H](C)O3)cc1
 : ·, 2
- COc1ccc(S(=O)(=O)Nc2ccc3c(c2)C(=O)N([C@@H](C)CO)C[C@H](C)[C@@H](CN(C)Cc2ccncc2)O3)cc1
 : 4, 0
- C[C@@H]1CN([C@@H](C)CO)S(=O)(=O)c2ccc(C#CC3CC3)cc2O[C@H]1CN(C)Cc1cccc(F)c1
 : -50, ·
- Cc1noc(C)c1NC(=O)Nc1ccc2c(c1)C(=O)N([C@H](C)CO)C[C@H](C)[C@H](CN(C)S(=O)(=O)c1cccs1)OCCCC[C@@H](C)O2
 : ·, -1
- COCC(=O)N(C)C[C@H]1Oc2cc(C#CCN(C)C)ccc2S(=O)(=O)N([C@H](C)CO)C[C@@H]1C
 : 13, ·
- CC(C)NC(=O)N(C)C[C@@H]1Oc2ccc(N(C)C)cc2CC(=O)N([C@H](C)CO)C[C@H]1C
 : 5, -1
- CCOC(=O)c1c(NC(=O)CSc2nc(C)cc(C(F)(F)F)n2)sc(C)c1C
 : -6, -2
- COc1ccc(S(=O)(=O)Nc2ccc3c(c2)C(=O)N([C@H](C)CO)C[C@@H](C)[C@H](CN(C)C)O3)cc1
 : 7, 0
- C[C@@H]1CN([C@@H](C)CO)S(=O)(=O)c2ccc(-c3cccnc3)cc2O[C@H]1CN(C)Cc1ccncc1
 : 5, ·
- C[C@@H]1CN([C@H](C)CO)C(=O)Cc2cc(NC(=O)Nc3ccc(F)cc3)ccc2O[C@H]1CN(C)S(=O)(=O)c1ccccc1
 : ·, 0
- Cc1cc(C(=O)NCc2ccco2)c2cc(F)ccc2n1
 : -4, 0
- COc1cccc(S(=O)(=O)N(C)C[C@@H]2Oc3ncc(C#CC(C)C)cc3C(=O)N([C@H](C)CO)C[C@H]2C)c1
 : -11, ·
- COc1ccc(S(=O)(=O)N(C)C[C@@H]2Oc3ncc(C#Cc4ccc(F)cc4)cc3C(=O)N([C@H](C)CO)C[C@@H]2C)cc1
 : -13, 14
- C[C@@H]1CN([C@@H](C)CO)C(=O)c2ccccc2-c2ccccc2CO[C@@H]1CN(C)C(=O)[C@@H](Cc1ccccc1)N(C)C
 : 0, ·
- CCOc1ccccc1Nc1nc(Nc2ccccc2OCC)nc(Sc2nnc(C)s2)n1
 : -17, 0
- CCCCC(=O)NCCc1c(Cc2ccccc2)[nH]c2ccccc12
 : -1, ·
- C[C@H]1CN([C@@H](C)CO)C(=O)Cc2cc(NC(=O)CCN3CCOCC3)ccc2O[C@@H]1CN(C)S(=O)(=O)c1ccc(F)cc1
 : -11, -1
- C[C@@H]1CN([C@H](C)CO)C(=O)c2cccc(NC(=O)NC3CCCCC3)c2O[C@H]1CN(C)S(=O)(=O)c1cccs1
 : -6, ·

Next section.
The line under a structure holds: mut p53 react, STK33 inh
- COc1ccc(-c2nc(SCc3ccc(OC)c([N+](=O)[O-])c3)n[nH]2)cc1
 : 29, 3
- COc1ccc(-c2c(C#N)c(SCC(N)=O)nc(C)c2C(=O)Nc2ccccc2)cc1
 : -3, -10
- CC(C(=O)Nc1cc(Cl)ccc1Oc1ccccc1)N(c1ccccc1)S(C)(=O)=O (configuration not stated)
 : -7, 0
- O=C(Cn1ccc([N+](=O)[O-])n1)Nc1ccc(F)c(Cl)c1
 : 13, -5
- Cc1cccc(Cc2c(C)c3c(C)[nH]nc3oc2=O)c1
 : ·, 1
- O=C(O)c1cc([N+](=O)[O-])ccc1NCCCc1ccccc1
 : 3, -7
- COc1ccc(NC(=O)Nc2ccc3c(c2)CC(=O)N([C@H](C)CO)C[C@H](C)[C@@H](CN(C)C)O3)cc1
 : 1, ·
- CC(=O)N1C(=S)NC(=O)/C1=C/c1c(Cl)cccc1Cl
 : -5, ·
- C[C@H]1CN([C@@H](C)CO)C(=O)c2cccc(NC(=O)Nc3ccc(C(F)(F)F)cc3)c2O[C@@H]1CN(C)C
 : 23, ·
- Cc1ccc(-c2nc3ccccc3o2)cc1NC(=O)C(C)(C)Oc1ccc(Cl)cc1
 : 2, -1
- C[C@@H]1CN([C@@H](C)CO)C(=O)c2cccc(NC(=O)NC3CCCCC3)c2O[C@@H]1CN(C)C(=O)Nc1ccccc1
 : -9, ·

Whole records, quoted from the list:
`O=C(Oc1ccccc1)c1cccc(COC(=O)c2cc3ccccc3oc2=O)c1` is listed with mut p53 react: 36; STK33 inh: -2
`Cc1cc(C(=O)NCc2ccco2)c2cc(F)ccc2n1` is listed with mut p53 react: -4; STK33 inh: 0

Bioassay records from PubChem.

The list is partial, so the mix of outcomes need not match the whole.
